bCat nuc transl: modulators of beta-catenin nuclear translocation. HeLa beta-catenin nuclear translocation, immunofluorescence imaging. nuclear translocation activity, % at 5 µM. 190,000 tested, 0.3% active. AID 1665;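 active means nuclear translocation activity above 50% at 5 µM, with a well cell count of 50 or more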;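 further: per-cell ratio of nuclear to cytoplasmic median beta-catenin stain intensity; plate controls were DMSO negative control for no effect and GSK-3 inhibitor IX positive control for full effect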
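test system = HeLa cells, endogenous beta-catenin | dosing = single 5 µM dose plus 0.02–20 µM confirmation series | times = compound treatment 24 h, 37°C, 5% CO2 | technique = beta-catenin immunofluorescence imaging with DAPI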
P. falciparum M1AAP: malaria alanyl aminopeptidase activity blockers – biochemical, fluorogenic H-Leu-NHMec substrate, 1536-well (AID 1445); recombinant M1AAP, H-Leu-NHMec fluorogenic kinetic assay; higher % means a stronger effect; inhibition, % at 30 µM, or IC50 in µM where a hit was titrated; 220,000 tested, 0.42% active;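 active means primary inhibition above the hit cutoff, then over 50% inhibition at one or more dose response concentrations, cut at about 23% in these data, passing the limit was not always enough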;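 further: plate controls were DMSO full reaction for no effect and no enzyme background for full effect; strong numbers were not always called active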
Autophagy HCS: autophagy modulation, high-content screen | MEF GFP-LC3 puncta imaging; test concentration mostly 10 µM | calls only at 10 µM (by protocol) | 190,000 tested, 0.98% active | AID 463193;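 active means percentage of spot-positive cells more than 3 SD above its plate mean, without a fluorescence outlier flag or 80% toxicity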;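 further: spot-positive cell cutoff set from DMSO-treated cells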
Yfh1-off respiration: mitochondrial function rescue without frataxin homolog – Friedreich's ataxia, plus single-dose screen, dose response (AID 1465) | S. cerevisiae Yfh1-off respiration, WST-1 reduction, 72 h; higher fold induction means a stronger effect | fold induction at 50 µM; hits with a dose series show EC50 in µM | 220,000 tested, 0.074% active;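 active means fold induction of absorbance versus untreated yeast above a set limit, then at least 30% activation at any dose in follow-up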;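 further: activators that raise dye reduction in frataxin-depleted yeast; strong numbers were not always called active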
MT stabilizer: stabilizes microtubules in HeLa cells; % tubulin-high responders, % at 10 µM; HeLa tubulin immunostaining HCS, 24 h; share of cells brighter than vehicle mean+2SD; 200,000 tested, 0.83% active;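 active means plate Z-score above 3 for both tubulin-high and condensed-nucleus cell shares, with cell loss under 80%, at 10 µM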;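 further: anti alpha tubulin signal scored within the nucleus-defined area of each cell; some results filed as inactive read as strong as hits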
M17LAP inhibition: P. falciparum M17LAP inhibitors, primary screen, biochemical, fluorogenic H-Leu-NHMec substrate, 1536-well (AID 1619). recombinant M17LAP, H-Leu-NHMec fluorogenic kinetic assay; higher % means a stronger effect. inhibition, % at 30 µM, or IC50 in µM where a hit was titrated. 220,000 tested, 0.38% active;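 active means compound inhibiting the enzyme by more than half at any dose during confirmatory dose-response retesting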;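 further: plate controls were full reaction with DMSO carrier for no effect and no enzyme background for full effect; strong numbers were not always called active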
T cell modulator: modulates CD8 T cell binding to vesicles; AID 2052; 2C CD8+ T cell-vesicle binding, flow cytometry; active compounds read low; 330,000 tested, 0.068% active; calls only at 7 µM;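 active means response, share of CD8 T cells binding vesicles, and their 90th percentile fluorescence all below set limits, cut at about 80% in these data, passing the limit was not always enough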
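incubation = binding step 1.5 h, 37 °C, antibody labelling 20 min, ice | test system = 2C mouse CD8+ T cells | read-out basis = percent CD8+ FL2 mean versus row control | controls = Peptide-free naked vesicles (low) and QL9 vesicles with 0.7% DMSO vehicle (high) | detection = flow cytometry of vesicle-bound cells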
Dynein transport: dynein cargo transport inhibition. 3617.4 mouse cells, GR-EGFP nuclear translocation imaging; test concentration mostly 20 µM; stimulated with dexamethasone, 1 µM; active compounds read low. 220,000 tested, 0.47% active. z-score, hits read low;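 active means plate z-score of nuclear minus cytoplasmic receptor signal below a set negative limit, without overly bright fluorescence or cell loss, cut at about -3.5 in these data, passing the limit was not always enough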;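 further: z-score of nuclear minus cytoplasmic ring GR-EGFP intensity difference per well; some compounds called inactive have numbers as strong as hits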
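Buffer or medium – tet-free medium with charcoal-stripped serum · Signal – automated 10x imaging of fixed Hoechst-stained cells · Also added – dexamethasone agonist, 1.0 µM final, for 30 min · Incubation – induction 48 h, compound 1 h, agonist 30 min · Read-out – GR-EGFP nuclear translocation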
WT yeast gro inh: growth inhibition of WT yeast, mitochondrial fusion screen | mitochondrial fusion phenotypic screen, WT strain | 190,000 tested, 2.1% active | inhibition, % at 10 µM | AID 1362; in the data active means inhibition above about 58%; tested in S. cerevisiae
WT yeast gro inh mutant strain: further read-out of WT yeast gro inh, marked with its call; inhibition, %; mitochondrial fusion phenotypic screen, mutant strain inhibition
Dynein transport cytoplasmic EGFP: also measured in Dynein transport; calls as there; z-score; measured here: cytoplasmic GR-EGFP intensity; active compounds read high
Dynein transport nuclear GR-EGFP: further read-out of Dynein transport, marked with its call; z-score; measured here: nuclear GR-EGFP intensity;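 lower value marks the stronger effect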
Dynein transport cell count: second read-out of Dynein transport, no call of its own (marks repeat the call); z-score; measured here: cell count per field
bCat nuc transl cell count 5 µM: recorded beside bCat nuc transl, whose call it bears; cell count; measured here: cell count, cytotoxicity flag
T cell modulator vesicle-bound %: recorded beside T cell modulator, whose call it bears; double positive events, %; measured here: CD8+ vesicle-bound cell fraction;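 binding gate set so that unloaded-vesicle control wells show 10% double positive cells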
MT stabilizer Hoechst-high %: recorded beside MT stabilizer, whose call it bears; % Hoechst-high responders; measured here: nuclear condensation Hoechst responders;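 share of cells brighter than vehicle mean plus two SD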
MT stabilizer cytotoxicity %: second read-out of MT stabilizer, no call of its own (marks repeat the call); toxicity, %; measured here: cytotoxicity by cell density;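 0% = mean cell density of plate MIN control wells and 100% = no cells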
Autophagy HCS cell loss 18 h: further read-out of Autophagy HCS, marked with its call; toxicity, %; measured here: cell loss, nuclei count;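 cell loss after 18 h compound exposure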
Starred values were filed as active, the others as inactive; i = inactive; / = not tested or not shown.

SMILES | bCat nuc transl | bCat nuc transl cell count 5 µM | P. falciparum M1AAP | Autophagy HCS | Autophagy HCS cell loss 18 h | Yfh1-off respiration | MT stabilizer | MT stabilizer Hoechst-high % | MT stabilizer cytotoxicity % | M17LAP inhibition | T cell modulator | T cell modulator vesicle-bound % | Dynein transport | Dynein transport cytoplasmic EGFP | Dynein transport nuclear GR-EGFP | Dynein transport cell count | WT yeast gro inh | WT yeast gro inh mutant strain
CCOP(=S)(OCC)SCC(=O)NC(C(=O)O)C(C)C (stereo not given) | -0.9 | 1130 | 1% | i | -3 | i | 1.8 | 1.1 | 6.3 | 21% | i | 36 | -0.44 | -0.21 | 0.051 | -0.049 | -8 | 4
COc1ccc(C2SCC(=O)Nc3c2c(C)nn3-c2ccccc2)cc1OC (stereo not given) | 0.5 | 1337 | 0% | i | -3 | i | 3.2 | 1.1 | 3.4 | 0% | i | 40 | -0.98 | -0.056 | -1.2 | -0.037 | -13 | 5
C#CCNc1ccncc1S(=O)(=O)NC(=O)NC(C)C | 0.9 | 560 | -3% | i | -3 | i | 3.7 | 1.6 | 1.7 | 18% | i | 26 | 2.6 | -0.083 | 1.3 | -2.1 | 0 | 12
COC(=O)NC(=C(Cl)Cl)P(=O)(c1ccccc1)c1ccccc1 | -1.5 | 1331 | 0% | / | / | i | / | / | / | 3% | i | 36 | -1.7 | -0.13 | -0.39 | 1.8 | / | /
CCNC(=S)N1CCn2cccc2C1c1cccnc1 (stereo not given) | 1.2 | 1054 | 3% | i | 5 | i | 2.9 | 1.7 | 12 | -2% | i | 22 | 0.28 | -0.13 | -0.17 | 0.3 | -2 | 8
CCC(=O)N1N=C2C3CCN(CC3)C2C1c1ccc(C)cc1 (stereo not given) | -3.0 | 596 | 1% | i | 12 | i | 5.6 | 1.4 | 3.9 | 7% | i | 19 | 1.5 | -0.14 | 2.1 | -1.5 | 11 | 0
COc1cccc(-c2nc3ccc(N4CCN(C)CC4)cc3[nH]2)c1 | -1.0 | 1122 | 16% | i | 5 | i | 8.1 | 2.1 | 7.2 | -18% | i | 41 | 1.3 | -0.34 | 0.94 | -0.33 | -9 | 8
CC(C)CCN1CCN(Cc2c(F)cccc2Cl)CC1CCO (stereo not given) | -0.9 | 1125 | 3% | i | 3 | i | 2.1 | 3.1 | 7.3 | 4% | i | 51 | 0.37 | -0.35 | -0.0091 | 0.08 | 11 | 7
CC(=NCc1ccc2c(c1)OCO2)c1c(O)n(-c2ccccc2)c(=O)[nH]c1=O | -0.3 | 1342 | 2% | / | / | i | / | / | / | 5% | i | 29 | -0.77 | -0.25 | 0.2 | 0.057 | / | /
OC(c1ccncc1)(c1ccc(F)cc1)c1ccc(F)cc1 | 0.3 | 885 | 3% | i | -2 | i | 3.5 | 2.9 | 1.5 | -7% | i | 35 | 0.54 | -0.28 | 0.37 | 0.38 | 6 | 12
C=CCn1c(O)c(/C=C/C=Nc2ccccc2)c(=O)[nH]c1=O | 11 | 501 | 8% | i | 28 | i | 2.5 | 2.2 | 6.8 | -5% | i | 36 | -0.081 | 1 | 0.44 | 0.071 | -3 | 16
CC/C(=N\Nc1cccc2ccccc12)c1c(O)[nH]c(=O)[nH]c1=O | 0.8 | 946 | 12% | i | 21 | i | 8.4 | 1.3 | 8.7 | -5% | i | 42 | 0.9 | 0.034 | 0.6 | -1 | 16 | 1
COc1ccc2[nH]cc(CCN(C)C)c2c1 | -1.0 | 1078 | 4% | i | -3 | i | 3.2 | 4.1 | 2.9 | -3% | i | 10 | 2.3 | -0.25 | 1.1 | -1.9 | -2 | 10
CC(C)(C)P(=O)(NCc1ccccc1)c1ccccc1 (stereo not given) | 1.3 | 1104 | 5% | i | 11 | i | 2.5 | 2.1 | 8.7 | 3% | i | 42 | -1.1 | -0.22 | -0.4 | 0.33 | -4 | 1
C=CCn1c(O)c(C(C)=NCc2ccco2)c(=O)[nH]c1=O | 1.2 | 1222 | 0% | i | -1 | i | 1.4 | 1.4 | 7.2 | 3% | i | 48 | 1.1 | -0.27 | 0.55 | -0.091 | -5 | -9
CCC(C)n1c(O)c(/C=N/Nc2nc3c(c(=O)n(C)c(=O)n3C)n2C)c(=O)[nH]c1=S (stereo not given) | -1.0 | 1314 | 3% | / | / | i | / | / | / | 15% | i | 34 | -0.95 | -0.21 | -0.13 | 0.94 | / | /
CC(C)OC(=O)C1C(=O)NC2(C)CC1c1ccccc1O2 (stereo not given) | / | / | 8% | i | -4 | i | 1.5 | 1.4 | 4.2 | 5% | i | 58 | 0.13 | -0.27 | 0.14 | -0.013 | -16 | -64
O=C1N(CN2CCOCC2)c2ccccc2C1(O)c1c[nH]c2ccccc12 (stereo not given) | -1.1 | 1405 | 4% | i | 4 | i | 0.8 | 1.4 | 9.2 | 6% | i | 15 | -0.92 | -0.19 | -0.37 | 0.41 | 9 | -1
NNC(=O)CN1C(=O)CN=C(c2ccccc2)c2cc(Br)ccc21 | -0.8 | 1359 | 2% | / | / | i | / | / | / | -3% | i | 28 | -0.26 | -0.32 | -0.18 | 1.6 | / | /
Cc1cc(C)c(C2=NOC(O)(C(F)(F)F)C2)c(=O)[nH]1 (stereo not given) | 0.3 | 1414 | 4% | / | / | i | 2.5 | 2.3 | 3.3 | 5% | i | 5 | -0.28 | -0.2 | 0.17 | -0.085 | -4 | -10
CC(C)CC12CN3CCN(CC(C3)C1O)C2 (stereo not given) | / | / | -6% | i | -13 | i | 2.1 | 0.7 | 6.1 | 15% | i | 32 | 1.1 | -0.26 | 0.95 | 0.054 | -15 | -15
NCCc1nc2ccccc2s1 | -2.1 | 1055 | 2% | i | 9 | i | 4.0 | 3.3 | 2.6 | -3% | i | 23 | -1.1 | -0.031 | -0.39 | 0.44 | -5 | -25
CCOc1cccc(N2C(=O)CC(=O)NC2=O)c1 | / | / | 5% | i | -5 | i | 2.9 | 1.5 | 5.4 | -3% | i | 34 | 1.8 | -0.088 | 1.3 | -2.2 | 0 | 7
CCN(CC)S(=O)(=O)c1ccc(NN=C(C#N)C#N)cc1 | 4.6 | 459 | 9% | i | 0 | i | 3.0 | 2.2 | 0.9 | 2% | i | 11 | 0.073 | -0.24 | 0.026 | 0.42 | 21 | 21
O=[N+]([O-])c1ccc(N2CCNCC2)cc1Sc1ccccn1 | -1.7 | 890 | 13% | i | -12 | i | 2.9 | 3.9 | 3.6 | 20% | i | 53 | -0.75 | -0.27 | -0.51 | 1.2 | -10 | -2

8 compounds from above, sorted by SMILES length, descending:
SMILES | bCat nuc transl | bCat nuc transl cell count 5 µM | P. falciparum M1AAP | Autophagy HCS | Autophagy HCS cell loss 18 h | Yfh1-off respiration | MT stabilizer | MT stabilizer Hoechst-high % | MT stabilizer cytotoxicity % | M17LAP inhibition | T cell modulator | T cell modulator vesicle-bound % | Dynein transport | Dynein transport cytoplasmic EGFP | Dynein transport nuclear GR-EGFP | Dynein transport cell count | WT yeast gro inh | WT yeast gro inh mutant strain
O=C1N(CN2CCOCC2)c2ccccc2C1(O)c1c[nH]c2ccccc12 (stereo not given) | -1.1 | 1405 | 4% | i | 4 | i | 0.8 | 1.4 | 9.2 | 6% | i | 15 | -0.92 | -0.19 | -0.37 | 0.41 | 9 | -1
Cc1cc(C)c(C2=NOC(O)(C(F)(F)F)C2)c(=O)[nH]1 (stereo not given) | 0.3 | 1414 | 4% | / | / | i | 2.5 | 2.3 | 3.3 | 5% | i | 5 | -0.28 | -0.2 | 0.17 | -0.085 | -4 | -10
C=CCn1c(O)c(C(C)=NCc2ccco2)c(=O)[nH]c1=O | 1.2 | 1222 | 0% | i | -1 | i | 1.4 | 1.4 | 7.2 | 3% | i | 48 | 1.1 | -0.27 | 0.55 | -0.091 | -5 | -9
CCN(CC)S(=O)(=O)c1ccc(NN=C(C#N)C#N)cc1 | 4.6 | 459 | 9% | i | 0 | i | 3.0 | 2.2 | 0.9 | 2% | i | 11 | 0.073 | -0.24 | 0.026 | 0.42 | 21 | 21
CC(C)OC(=O)C1C(=O)NC2(C)CC1c1ccccc1O2 (stereo not given) | / | / | 8% | i | -4 | i | 1.5 | 1.4 | 4.2 | 5% | i | 58 | 0.13 | -0.27 | 0.14 | -0.013 | -16 | -64
CCNC(=S)N1CCn2cccc2C1c1cccnc1 (stereo not given) | 1.2 | 1054 | 3% | i | 5 | i | 2.9 | 1.7 | 12 | -2% | i | 22 | 0.28 | -0.13 | -0.17 | 0.3 | -2 | 8
COc1ccc2[nH]cc(CCN(C)C)c2c1 | -1.0 | 1078 | 4% | i | -3 | i | 3.2 | 4.1 | 2.9 | -3% | i | 10 | 2.3 | -0.25 | 1.1 | -1.9 | -2 | 10
NCCc1nc2ccccc2s1 | -2.1 | 1055 | 2% | i | 9 | i | 4.0 | 3.3 | 2.6 | -3% | i | 23 | -1.1 | -0.031 | -0.39 | 0.44 | -5 | -25

Screening data as filed in PubChem.

These rows are one share of the data; the hit share may differ from the screen's.
